Source: PubChem BioAssay
TSHR antag – human thyrotropin receptor antagonism. P16473. TSHR-expressing cells, TSH-stimulated cAMP HTRF, 2 h; active compounds read low. activity change, negative = inhibition, % at 11.5 µM. actives 0.2% (n = 330,000);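 active means activity change below a set negative limit, meaning inhibition stronger than a set level, cut at about -70% in these data; inconclusive means activity change between two set negative limits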; further: on the % scale 0 is the no-effect control and ±100 the full control effect
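Read-out is FRET at 665 nm (cryptate excitation 337 nm) from a cryptate-tagged anti-cAMP antibody, competed by cell cAMP against cAMP-d2. Compounds are tested on freshly harvested TSHR cells challenged with 4nM TSH (EC80) for 2 hours at 37 deg C.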
AT treatment – candidate therapy for ataxia-telangiectasia | actives 0.19% (n = 320,000) | Potency, µM (doses to about 57.5 µM), inactives show at the highest dose activation, actives largely listed as activators | […] A-T fibroblasts, KAP-1 phosphorylation AlphaLISA; neocarzinostatin DNA damage 30 min before lysis; further: potency means the concentration at half of the fitted maximal effect; % of control where 0% means no effect; nearly all actives have a fitted effect of over 45% in size
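hTERT-immortalized A-T patient fibroblasts ([…]), 500 cells/well in OPTI-MEM, 1% FBS, got compounds for 60 min, then NCS for 30 min at 37C. Lysates were then assayed for phospho-KAP-1 by AlphaLISA (anti-pKAP1 donor, anti-KAP1 acceptor beads), 6 hr at 25C.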
Eya2 inh – blocks the phosphatase activity of human Eya2; actives 0.006% (n = 330,000); O00167; Potency, µM (doses to about 76.9 µM), for inactives: at the highest dose activity, negative = inhibition, most hits filed as inhibitors; recombinant Eya2, OMFP fluorescence dephosphorylation (OMFP is methylfluorescein phosphate); further: potency means the concentration at half of the fitted maximal effect; on the % scale 0 is the no-effect control and ±100 the full control effect
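Eya2 protein (added as 0.2 uM solution) was preincubated with compound for 10 min at ambient temperature in 50 mM HEPES pH 7.5, 50 mM NaCl, 5 uM MgCl2, 0.05% BSA, 1 mM DTT. OMFP (added at 50 uM) then reacted 10 min; fluorescence read at 485/525 nm.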
TCR act – T cell receptor activation; primary human leukocytes, anti-CD3, IL-2 HTRF, 48 h; Potency, µM (titrated, usually from 9.22 µM), for the others: at the highest dose activation of IL-2 secretion, most hits filed as activators; 330,000 tested, under 10 active; AID 504894; further: % of control where 0% means no effect
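TCR engagement came from a-CD3 beads alone, with compounds added to primary human leukocytes for 48 hr. Secreted IL-2 bridged europium cryptate- and d2-labelled anti-IL-2 antibodies, giving FRET emission at 665nm after 320nm excitation.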
ASM inhibitor – human S-ASM enzyme inhibition. P17405. placental ASM, HMU-PC fluorogenic substrate, 60 min. Potency, µM (highest dose often 57.5 µM), for inactives: top-dose activity change, negative = inhibition, hits mostly inhibitors. actives 0.006% (n = 340,000). AID 504937; further: potency means the concentration at half of the fitted maximal effect
Target sequence (P17405 47-631 limits assumed): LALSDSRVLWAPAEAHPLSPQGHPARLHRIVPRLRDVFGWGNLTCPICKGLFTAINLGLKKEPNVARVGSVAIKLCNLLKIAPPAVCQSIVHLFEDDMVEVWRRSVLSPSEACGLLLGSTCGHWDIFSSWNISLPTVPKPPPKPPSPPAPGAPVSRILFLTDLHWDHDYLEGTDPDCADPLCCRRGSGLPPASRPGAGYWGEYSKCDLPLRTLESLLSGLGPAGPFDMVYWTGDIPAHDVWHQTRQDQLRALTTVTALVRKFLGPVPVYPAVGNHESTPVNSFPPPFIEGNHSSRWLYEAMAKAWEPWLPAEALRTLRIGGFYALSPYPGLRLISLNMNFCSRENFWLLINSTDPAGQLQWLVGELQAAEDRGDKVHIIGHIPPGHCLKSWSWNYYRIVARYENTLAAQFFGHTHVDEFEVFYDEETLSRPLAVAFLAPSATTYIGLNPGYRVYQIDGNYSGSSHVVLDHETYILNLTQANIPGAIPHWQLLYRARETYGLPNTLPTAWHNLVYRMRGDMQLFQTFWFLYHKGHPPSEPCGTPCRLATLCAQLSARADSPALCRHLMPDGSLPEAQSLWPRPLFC
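Fluorogenic HMU-PC substrate (9 uM final) is turned over by placental ASM in 60 min at 37 C after a 10 min compound preincubation. Reaction ended by alkaline stop (pH 10), with fluorescence read at 386/447 nm.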
Mito fusion yeast – blocks mitochondrial division or promotes mitochondrial fusion; S. cerevisiae fusion-defective mutant growth rescue, CellTiterGlo 48 h; Potency, µM (highest dose often 46.1 µM), for inactives: at the top dose growth rescue (activation), hits mostly activators; actives 0.23% (n = 320,000); AID 485298;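 further: potency means the concentration at half of the fitted maximal effect; % of control where 0% means no effect; nearly all actives have a fitted effect of over 45% in size; temperature-sensitive fusion mutants such as fzo1-1 at 37 °C on non-fermentable ethanol glycerol medium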
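Temperature-sensitive fusion-defective S. cerevisiae (e.g. fzo1-1, mgm1-5) were grown with compound in YPEG medium (3% ethanol, 3% glycerol) for 48 hours at 37C. Growth rescue was measured as viability by CellTiterGlo luminescence after 10 minutes at ambient.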
Tb PFK block – blocks T. brucei phosphofructokinase. O15648. T. brucei PFK, ADP-Glo luminescence. Potency, µM (highest dose often 57.5 µM), inactives show at the highest dose activity, negative = inhibition, usual class: inhibitors. actives 0.17% (n = 330,000). AID 485367;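 further: potency means the concentration at half of the fitted maximal effect; 0% = uninhibited 1x PFK enzyme wells and -100% = no-enzyme wells; nearly all actives have a fitted effect of over 60% in size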
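In TEA buffer at pH 8.0 with 5 mM MgCl2, enzyme (1.25 nM) converted F6P (0.5 mM) and ATP (0.1 mM) for 45 min at room temperature. ADP product was read by luciferase luminescence.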
BCR signal inh – chronic active BCR signaling inhibition; ABC-DLBCL IkBa-CBG/CBR reporter, luminescence ratio, 4 h; Potency, µM (titrated, usually from 46.1 µM), for inactives: at the top dose ratio change, negative = lower green/red ratio, actives largely listed as inhibitors; actives 0.05% (n = 340,000); active means well fitted inhibition curve with a large enough effect in the signal ratio, with a control signal flat, not every such curve was filed as active; inconclusive means small, poorly fitted or top-dose-only effect, or effect the other way, or a change in a side signal; the % refers to the signal ratio;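 further: potency means the concentration at half of the fitted maximal effect; plate controls were basal doxycycline-induced cells for no effect and cells given 10 µM MG132 for full effect; MG132 reads +100%, hits lower the ratio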
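Concentration-response series (up to 46 uM) were applied to TMD8 dual-reporter cells for 4 h at 37C with doxycycline. Green/red ratio, after filter-overlap correction, defined %Activity; red signal alone was normalised to basal cells and zero luminescence.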
PTAP TSG101 blk – blocks PTAP/TSG101 interaction to inhibit HIV-1 budding; 340,000 tested, under 10 active; AID 493005; Potency, µM (titrated, usually from 115 µM), without a hit: top-dose activity change, negative = inhibition, actives largely listed as inhibitors; Fluorescence polarization, FITC-PTAP peptide / Tsg101 binding; Q99816; active means well fitted inhibition curve with a large enough effect in the main read-out, with a control signal flat, not every such curve was filed as active; inconclusive means small, poorly fitted or top-dose-only effect, or effect the other way, or a change in a side signal; inactive means no such curve, though single readings can be large or run the other way; further: potency means the concentration at half of the fitted maximal effect; % of control where 0% means no effect
Target sequence (Q99816 whole entry, looked up): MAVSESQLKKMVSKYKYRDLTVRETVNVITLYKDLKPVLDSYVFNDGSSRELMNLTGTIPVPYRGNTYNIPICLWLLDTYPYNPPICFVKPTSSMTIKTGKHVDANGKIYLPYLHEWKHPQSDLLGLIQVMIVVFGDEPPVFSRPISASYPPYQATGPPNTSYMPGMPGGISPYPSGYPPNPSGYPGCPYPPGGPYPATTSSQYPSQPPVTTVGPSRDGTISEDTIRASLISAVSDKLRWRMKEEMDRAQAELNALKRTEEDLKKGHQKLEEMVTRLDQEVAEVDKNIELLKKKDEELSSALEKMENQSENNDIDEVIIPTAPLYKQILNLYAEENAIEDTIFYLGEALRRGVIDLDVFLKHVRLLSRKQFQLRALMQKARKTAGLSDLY
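Compounds were pin-transferred onto Tsg101 binding domain (10 uM final) in HEPES pH 7.5 buffer, then FITC-PTAP peptide was added at 50 nM final. After 20 min at RT, polarization reported peptide displacement across a qHTS concentration series.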
a7 integrin act – activators of alpha7 integrin expression for muscular dystrophy; actives 0.064% (n = 350,000); Potency, µM (highest dose often 38.3 µM), for the others: top-dose activation, hits mostly activators; alpha7betagal myoblasts, beta-gal FDG fluorescence, 48 h;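 further: potency means the concentration at half of the fitted maximal effect; 100% = response of the positive control SU9516; nearly all actives have a fitted effect of over 60% in size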
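alpha7betagal+/- myoblasts (passage 13, 250/well) treated 48 h at 37C with compounds at 1:260 dilution of DMSO stock. Lysed, then beta-galactosidase activity read as FDG fluorescence (ex 480/em 540) after 30 min, with pre-read for autofluorescence.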
ELG1 repair inh – blocks ELG1-dependent DNA repair in HEK293T cells; HEK293T ELG1-luciferase reporter, luminescence, 16 h; DNA damage induced by 5-fluorouridine; Potency, µM (top dose mostly 46.1 µM), inactives show at the top dose activity change, negative = inhibition, usual class: inhibitors; actives 2.3% (n = 330,000); AID 504467; further: potency means the concentration at half of the fitted maximal effect; on the % scale 0 is the no-effect control and ±100 the full control effect; nearly all actives have a fitted effect of over 55% in size
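5-Fluorouridine DNA damage + compound/DMSO, 2,000 cells/well, 16 h, 37 °C/5% CO2. ONE-Glo, 30 min RT, luminescence. Readout = decrease in reporter signal.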
* hit, by the source's call; ? = inconclusive; . = not tested or not shown; [ ] = remark or other dose. Unless noted, the call rests on the fitted dose curve; in most records, active means well fitted curve in the direction sought with a large enough effect; inconclusive means small, poorly fitted or top-dose-only effect, or another doubt; inactive means no such curve, though single readings can be large; an effect the other way counts as inactive or inconclusive.

Molecule | ASM inhibitor | AT treatment | ELG1 repair inh | Eya2 inh | TSHR antag | a7 integrin act | Tb PFK block | BCR signal inh | PTAP TSG101 blk | Mito fusion yeast | TCR act
COCCN1Cc2cccc(C(=O)Nc3ccc(S(=O)(=O)N4CCCCCC4)cc3)c2C1=O | 3.1% | -6.8% | 0.0% | -3.4% | 5.8 | -5.7% | -10.7% | ? | -0.2% | 0.1% | 1.0%
Cc1cccc(C(=O)Nc2nnc(COc3ccccc3)s2)c1 | 2.2% | -2.8% | -6.5% | -4.8% | -0.5 | ? | 6.4% | ? | 2.9% | 3.8% | 9.8%
CCOC(=O)C1CCCN(S(=O)(=O)c2ccc(Cl)nc2)C1 (stereo not given) | -4.7% | -1.6% | 2.8% | -14.2% | 1.0 | 5.1% | -2.7% | -0.2% | -0.8% | 4.1% | -3.0%
COc1ccc(CN2C(=O)C(Cc3ccccc3)Nc3ncnc(N4CCN(c5ccccc5)CC4)c32)cc1 (stereo not given) | -4.2% | 7.2% | -9.4% | 4.9% | -4.6 | -9.5% | -8.1% | -3.2% | -2.5% | ? | -7.8%
COc1ccc2nc(NC(=O)C3CCCN(S(=O)(=O)c4cccs4)C3)sc2c1 (stereo not given) | -14.2% | 4.4% | ? | 3.5% | -10.7 | -7.0% | -4.0% | ? | -2.7% | ? | -2.3%
O=C(O)CN1C(=O)N/C(=C\c2cccn2-c2ccc(P(=O)(O)O)cc2)C1=O | ? | -1.5% | 16.1% | -6.6% | 2.5 | . | 0.4% | 2.9% | -11.0% | . | -3.0%
CN1C(=S)SC2CS(=O)(=O)CC21 (stereo not given) | 7.3% | 0.0% | 0.4% | 23.5% | 1.8 | 3.2% | -2.3% | -3.4% | -2.5% | 2.5% | 0.0%
CCOc1ccccc1Nc1nnc(SCc2ccc(C(=O)OC)o2)s1 | -3.3% | 13.9% | -3.6% | -1.4% | -9.9 | -1.0% | 1.4% | ? | 0.2% | 2.7% | 13.9%
Cc1ccc(CN2CCN(CCCc3ccccc3)CC2CCO)cc1 (stereo not given) | -0.6% | -6.1% | -4.1% | 3.1% | -14.3 | -1.8% | -4.3% | 8.0% | -1.1% | -14.1% | -2.1%
CCCCN(C(=O)CN1C(=O)C2CC=CCC2C1=O)c1c(N)n(CCC)c(=O)[nH]c1=O (stereo not given) | 0.0% | -7.5% | 3.8% | -14.4% | -3.3 | -4.9% | 2.3% | 0.9% | -3.1% | -6.8% | -10.1%
O=C(O)C1CCN(C(=O)CCc2ccccc2)CC1 | 2.7% | 4.0% | 8.4% | 2.7% | -3.3 | 3.6% | -2.5% | ? | -1.5% | -2.1% | 1.5%
CSc1n[nH]c2nc3c(c(=O)n12)C1(CCCCC1)Cc1ccccc1-3 | . | -3.7% | 4.4% | -1.1% | -11.6 | 21.7% | -7.9% | 3.5% | -1.8% | 8.3% | -10.9%
COc1cc(C)c2c(c1C=O)Oc1c(c(C)c(O)c3c1C(O)OC3=O)OC2=O (stereo not given) | 10.0% | -7.5% | -4.8% | -7.2% | -27.4 | 3.8% | -28.8% | 14.8% | -5.6% | -5.7% | 4.0%
C/C(=N\NC(=O)c1cc(-c2cccnc2)nc2ccccc12)c1ccccc1O | -2.3% | -4.2% | ? | -0.2% | 25.3 | -16.5% | -5.3% | 6.6% | -1.9% | 10.0% | -7.7%[46.1 µM]
CC(C)S(=O)(=O)N1CCN(c2ccnc3cc(Cl)ccc23)CC1 | -0.3% | 5.4% | -6.7% | 3.4% | -7.8 | 1.6% | -4.3% | 8.1% | -3.1% | 1.6% | -8.1%
NS(=O)(=O)c1cc(C(=O)N2CCNC(=O)C2)ccc1Cl | -0.2%[11.5 µM] | 5.7% | ? | 7.3% | -12.1 | -11.7% | -16.3% | ? | -4.5% | 4.7% | -0.8%
O=C(CCCc1nc2ccccc2s1)NCc1ccc(F)cc1 | 3.8% | -6.9% | 10.9% | 1.6% | 5.1 | 0.7% | -3.0% | 1.3% | -0.7% | -1.0% | -5.2%[46.1 µM]
CC(=O)Nc1cccc(Oc2cc(C#N)c(C#N)cc2N2CCOCC2)c1 | -1.7% | 6.7% | -7.6% | 14.5% | -0.2 | 27.1% | 4.4% | ? | -2.5% | -1.0% | -11.0%
CCC(c1nc2ccccc2c(=O)n1-c1cccnc1)N1C(=O)c2ccccc2C1=O (stereo not given) | 0.0% | 1.1% | -1.2% | -0.3% | 8.9 | -4.8% | 17.7% | -0.2% | -3.3% | 7.3% | -1.6%
COc1ccccc1OCCCn1c(=O)oc2ccc(C)cc21 | -1.7% | 4.8% | -2.2% | 1.5% | -7.6 | 16.7% | 1.3% | -0.9% | -3.5% | 18.0% | -3.3%
Cc1cccc(C)c1NC(=O)c1cc(S(=O)(=O)N2CCc3ccccc32)cn1C | 6.2% | 27.5% | 27.1% | -11.1% | 2.6 | 5.7% | 0.2% | 10.4% | 2.8% | 0.9% | -4.0%
O=C(Nc1cccc(C(F)(F)F)c1)c1cc(-c2cccs2)on1 | -2.5% | 0.9% | -3.9% | -13.1% | -0.5 | 18.6% | 3.2% | -1.4% | 2.8% | 6.5% | -208.8%
C=C(C)CNC(=O)CCc1nnc(C2(c3ccc(Cl)cc3)CCC2)o1 | 3.2% | -0.5% | ? | 4.3% | 5.0 | 5.3% | -3.1% | -18.2% | 1.4% | -2.1% | -4.9%
O=C(NC1CCN(S(=O)(=O)c2ccccc2)CC1)C1CCCCC1 | -5.5% | . | 0.5% | -2.6% | -9.0 | 8.2% | -0.5% | 0.1% | 0.7% | -0.4% | 7.9%[46.1 µM]
Cc1csc(NC(=O)CSCC(=O)O)c1-c1nc2ccccc2s1 | 18.5% | 6.7% | ? | -1.0% | -5.9 | 11.5% | 6.0% | ? | -6.7% | 6.0% | -13.7%
O=C(O)CCC(=O)Nc1ccc(Br)c(Cl)c1 | -0.1% | 1.2% | -2.7% | 16.4% | -10.3 | 18.7% | 0.8% | 6.4% | -1.9% | 3.4% | -2.8%
CCc1ccccc1NC1=CC(=O)CC(C)(C)C1 | 5.2% | 1.9% | 2.1% | -8.0% | 12.5 | 0.2% | -2.2% | ? | -1.2% | -2.2% | 4.9%
COc1cccc(NC(=O)CN(C)CC(=O)NCc2ccco2)c1 | 0.9% | -0.6% | 5.6% | -12.1% | -34.1 | 13.6% | -11.7% | -2.8% | -5.5% | -3.5% | -1.0%
Cc1occc1-c1n[nH]c(=S)n1CC(C)C | -1.9% | 0.2% | -2.9% | 3.3% | -12.6 | 24.1%[7.66 µM] | 2.3% | ? | 0.0% | -4.2% | 3.9%[46.1 µM]
CN(Cc1ccccc1)C(=S)NC(=O)c1cccs1 | -0.6% | -0.1% | -8.2% | -1.5% | -10.5 | -41.8% | -0.4% | 4.2% | -4.6% | 7.3% | -4.9%
C#Cc1cccc(-n2nnc(C(C)=O)c2C)c1 | 2.9% | 4.4% | -5.2% | -2.7% | -1.5 | -1.4% | -1.3% | 1.1% | 0.1% | 6.6% | -1.5%
O=C(CSc1nnc(-c2cccs2)o1)Nc1cccc(S(=O)(=O)N2CCCCC2)c1 | 3.9% | -8.5% | ? | -8.0% | -2.6 | 9.0% | 6.6% | 0.3% | -3.5% | -2.4% | -1.8%
